Bioassay records from PubChem BioAssay.
Bcl-B displacement – displacers of TR3 peptide from Bcl-B, primary screen, selectivity assay for Bfl-1 inhibitor project, biochemical, fluorescence polarization; hit rate 0.11% among 96,000; FP displacement of FITC-TR3 peptide from Bcl-B; higher % means a stronger effect; displacement, % at 20 µM; hits with a dose series show IC50 in µM;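 active = displacement above 50% at 20 µM plus a fluorescence interference ratio under 1.5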;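 note: plate controls were wells without compound for no effect and wells lacking Bcl-B protein for full effect; a part of the inactive calls stands beside numbers as strong as those of hits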
IL1B NFkB pot – enhances IL-1B driven NFkB nuclear translocation; HUVEC IL-1B NFkB p65 nuclear translocation imaging; activation, % at 2 µM; hit rate 0.3% among 94,000;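 active = activation above 40%, about the mean plus 3 SD, also judged a hit on visual image review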;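 note: percent activation is computed from the nuclear over cytoplasmic p65 intensity ratio; values of inactives mirror those of a sister screen read the other way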
IL1B NFkB inh – blocks IL-1B driven NFkB nuclear translocation in HUVEC cells; inhibition, % at 2 µM; hit rate 0.43% among 94,000; HUVEC IL-1B NFkB p65 nuclear translocation imaging;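 active = inhibition above about 30% together with a positive call from visual inspection of the well image, limit read from the data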;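 note: nuclear over cytoplasmic p65 intensity ratio measured by imaging; 0% = IL-1B stimulated DMSO wells and 100% = unstimulated DMSO wells; values of inactives mirror those of a sister screen read the other way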
PLAP inhibition – PLAP enzyme inhibitors, biochemical, luminescence, HTS (AID 690) | hit rate 0.08% among 96,000 | inhibition, % at 20 µM; hits with a dose series show IC50 in µM | purified PLAP, luminescent substrate; higher % means a stronger effect; in the data active = a potency from the dose series; inactive = the rest, 99 in 100 with inhibition below about 30%; note: strong numbers were not always called active
MRP reversal – compounds reversing MRP-mediated drug resistance; differential viability (reversal), % at 10 µM; H69AR cells + 2 uM doxorubicin, CellTiter-Glo, 72 h; hit rate 0.04% among 85,000;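 active = viability drop by adding the cancer drug above about 55%, with treated viability meeting a 40% cutoff, limit read from the data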;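 note: viability without doxorubicin minus viability with 2 µM doxorubicin for each compound; larger differential means the compound sensitizes cells more to doxorubicin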
MRP reversal cytotoxicity – further read-out of MRP reversal, marked with its call; viability, %; H69AR cells, CellTiter-Glo, 72 h; measured here: cytotoxicity without doxorubicin
MRP reversal with doxorubicin – further read-out of MRP reversal, marked with its call; viability, %; measured here: viability with 2 uM doxorubicin; active compounds read low
IL1B NFkB inh cell count 2 µM – recorded beside IL1B NFkB inh, whose call it bears; cell count; measured here: cells passing quality filter;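 raw number of nuclei counted in each imaged well without normalization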
IL1B NFkB pot cell count 2 µM – also measured in IL1B NFkB pot; calls as there; cell count; measured here: cells passing quality filter
Numbers without * were called inactive; . = no result given; & = joins results of further samples.

SMILES | Bcl-B displacement | IL1B NFkB pot | IL1B NFkB pot cell count 2 µM | IL1B NFkB inh | IL1B NFkB inh cell count 2 µM | PLAP inhibition | MRP reversal | MRP reversal cytotoxicity | MRP reversal with doxorubicin
O=[N+]([O-])c1ccc(Cl)c(/C=N/N2CCN(c3ccccc3)CC2)c1 | 11% | 5 | 131 | -12 | 180 | -1% | . | . | .
Cn1c(=O)c2c(SCc3ccccn3)nc(-c3ccccc3)nc2n(C)c1=O | . | 7 | 63 | -7 | 63 | . | . | . | .
CCC(C)(C)NC(=O)CN(C(=O)CCC(=O)Nc1cc(C)ccn1)c1ccc2c(c1)OCO2 | 3% | 1 | 114 | -1 | 114 | -10% | -10 | 93 | 103
CCCn1c(=O)c(C(=O)NCc2ccccn2)c(O)c2ccccc21 | 0% | 0 | 17 | 0 | 17 | 1% | -24 | 60 | 83
Cc1ccc(C(=O)CSc2nc3cc(S(=O)(=O)N4CCOCC4)ccc3o2)cc1 | 7% | . | . | . | . | -71% | -10 | 63 | 73
Cc1cccc(N2CCN(C(=O)Cn3cnc4c3c(=O)n(C)c(=O)n4C)CC2)c1C | . | 3 | 99 | -3 | 99 | . | -3 | 70 | 73
O=c1nc2ccccc2c(NS(=O)(=O)c2ccccc2)n1-c1ccccc1 | 19% | 8 | 169 | -11 | 127 | -12% | . | . | .
O=C1[C@@H]2C(Cc3ccc(O)cc3)NC3(C(=O)Nc4ccc(F)cc43)[C@@H]2C(=O)N1c1ccc(F)cc1 (stereo partly specified) | 0% | 2 | 80 | -2 | 80 | -42% | 9 | 103 | 93
COC(=O)[C@H](CCSC)NC(=O)Nc1cc(C)ccc1C | -4% | 3 | 132 | -3 | 132 | -10% | -3 | 101 | 104
O=C(c1cccc(F)c1)N1CCN(c2cccc(C(F)(F)F)c2)CC1 | -2% | -1 | 171 | 1 | 171 | -49% | -14 | 67 | 81
COc1ccc(C2CC(=O)C(C=NCCN3CCN(C(C)=O)CC3)=C(O)C2)cc1 (stereo unspecified) | . | 7 | 109 | -7 | 109 | . | 21 | 97 | 76
CCOc1ccccc1N(CC(=O)NCC1CCCO1)C(=O)CCC(=O)Nc1ccccn1 (stereo unspecified) | -1% | . | . | . | . | -23% | -7 | 88 | 95
COc1ccc(Cn2nnnc2C(c2ccncc2)N2CCOCC2)cc1 (stereo unspecified) | 0% | 10 | 141 | -10 | 141 | 5% | 6 | 98 | 93
Cc1ccccc1Nc1nc(N)nc(CN2C(=O)NC3(CCCCC3C)C2=O)n1 (stereo unspecified) | -6% | . | . | . | . | -1% | 10 | 101 | 91
O=C(O)CN1C(=O)c2ccc(Oc3cccc4c3C(=O)N(CC(=O)O)C4=O)cc2C1=O | -9% | 9 | 66 | -9 | 66 | 6% | 1 | 103 | 102
COc1cccc(CN2CCN(c3ncccn3)CC2)c1 | 3% | 5 | 126 | -5 | 126 | -10% | 10 | 108 | 97
COc1cc2c(cc1OC)CN(C(=O)CSc1nc3[nH]ncc3c(=O)n1-c1ccccc1)CC2 | 0% | 0 | 63 | 0 | 63 | -94% | -41 | 42 | 83
CCCC(=O)Nc1ccc(Cl)c(NC(=O)c2ccco2)c1 | 2% | -9 | 163 | 9 | 163 | -3% | -3 | 72 | 76
CCCCC(=O)Nc1nnc(SCC(=O)N2CCN(c3ccccc3OC)CC2)s1 | 5% | . | . | . | . | 10% | . | . | .
O=C(Nc1cc(Cl)ccc1O)c1cc2n(n1)C(C(F)(F)F)CC(c1ccc3c(c1)OCO3)N2 (stereo unspecified) | -5% | 23 | 143 | -23 | 143 | 0% | -1 | 49 | 50
COc1cc(/C=N/NC(=O)CNC(=O)c2ccccc2)ccc1OC(=O)c1cccs1 | -2% | -1 | 172 | 1 | 172 | -2% | . | . | .
Cc1ccc(C(=O)c2cc3c(cc2N)OCCO3)cc1 | 3% | . | . | . | . | 33% | -1 | 74 | 75
Cc1ccc(-n2nc3c(=S)[nH]nc(C)c3c2C)cc1 | 3% | 7 | 108 | -7 | 108 | 7% | . | . | .
Cc1ccc(-n2ncc3c(=O)n(CC(=O)Nc4cccc(Cl)c4)cnc32)cc1C | -5% | 0 | 93 | 0 | 93 | 0% | 7 | 99 | 93
COc1ccccc1N1C(=O)C2C3C=CC(C3)C2C1=O (stereo unspecified) | 1% | 7 | 91 | -7 | 91 | -10% | . | . | .
Next records.
SMILES | Bcl-B displacement | IL1B NFkB pot | IL1B NFkB pot cell count 2 µM | IL1B NFkB inh | IL1B NFkB inh cell count 2 µM | PLAP inhibition | MRP reversal | MRP reversal cytotoxicity | MRP reversal with doxorubicin
Fc1ccc(N2CCN(c3ncnc4c3nnn4Cc3ccccc3Cl)CC2)cc1 | . | -6 | 78 | 6 | 78 | . | -1 | 74 | 76
Cc1ccc(C)c(NC(=O)C2CCCN2C(=O)OC(C)(C)C)c1 (stereo unspecified) | 6% | -10 | 170 | 10 | 170 | -2% | 19 | 97 | 78
CCN1CCCC1CNC(=O)c1cc(NC(C)=O)c(N(C)C)cc1OC (stereo unspecified) | 19% | -10 | 126 | 10 | 126 | -48% | -6 | 103 | 109
Cc1occc1-c1nnc(SCC(=O)NCc2ccc3c(c2)OCO3)n1CC(C)C | -7% | 4 | 170 | -4 | 170 | 4% | 10 | 97 | 87
COc1ccc(Oc2coc3cc(OC(=O)c4cncc(Br)c4)ccc3c2=O)cc1 | -13% | 3 | 99 | -2 | 99 | 7% | . | . | .
CN(C)S(=O)(=O)N(CCN1CCOCC1)Cc1ccccc1F | 10% | 0 | 89 | 0 | 89 | 11% | 26 | 99 | 73
COc1ccc(C2C(C(C)=O)=C(O)C(=O)N2CCO)c(OC)c1 (stereo unspecified) | 1% | -6 | 144 | 6 | 144 | 7% | 16 | 97 | 81
COc1cc(CNC2CCCCCC2)cc(OC)c1OC | -5% | -4 | 93 | 4 | 93 | -2% | 9 | 90 | 81
CN(C)CCCNS(=O)(=O)c1cc(Cl)ccc1Cl | 3% | -11 | 92 | 11 | 92 | -41% | -1 | 100 | 101
O=C(NCCCN1CCCC1)C1CCN(C(=O)c2cc3sccc3n2Cc2ccc(F)cc2)CC1 | -33% | 10 | 184 | -10 | 184 | -58% | 4 | 95 | 91
O=[N+]([O-])c1cc(C(F)(F)F)ccc1NCCCCNS(=O)(=O)c1ccc2ccccc2c1 | -6% | -5 | 186 | 5 | 186 | 23% | . | . | .
CC(C)CC(=O)N1CCC(O)(CS(=O)(=O)Cc2ccccc2)CC1 | -8% | -8 | 159 | 8 | 159 | -9% | . | . | .
O=C(Cc1ccc(S(=O)(=O)N2CCOCC2)s1)NCC1CCCCC1 | 8% | -4 | 158 | 4 | 158 | 8% | 0 | 98 | 98
O=C(CN(c1ccc(Cl)cc1)S(=O)(=O)c1ccccc1)N1CCN(c2ccccc2)CC1 | -2% | -10 | 112 | 10 | 112 | -84% | 5 | 84 | 80
CCOc1cc(CNc2ccc3c(c2)OCCO3)cc(Br)c1OCC | 2% | -1 | 65 | 1 | 65 | 5% | . | . | .
COc1ccc(/C=C/C(=O)c2ccc(NC(=O)c3cccs3)cc2)cc1OC | -2% | -3 | 144 | 3 | 144 | -38% | . | . | .
CCOc1ccccc1N1CCN(C(=O)C(F)(F)F)CC1 | -6% | 22 | 179 | -22 | 179 | 4% | 0 | 100 | 99
CC1CCC(N2CC(=O)N(Cc3ccc4c(c3)OCO4)C(c3ccc(F)cc3)C2=O)CC1 (stereo unspecified) | 5% | . | . | . | . | -9% | 9 | 100 | 91
CCN1CCC(=NNC(=O)c2ccc(C)c([N+](=O)[O-])c2)CC1 | 7% | 10 | 157 | -10 | 157 | -25% | . | . | .
COc1ccc(CNC(=O)/C=C/c2ccc(OCCCF)cc2)cc1 | -9% | -6 | 143 | 6 | 143 | 10% | . | . | .
CCC1CCCCN1CCNC(=O)c1[nH]c(C)c(C(C)=O)c1C (stereo unspecified) | 0% | -2 | 127 | 2 | 127 | -9% | 8 | 77 | 69
O=C(O)Cn1c(O)c(C=Nc2ccccc2)sc1=S | 2%&-11% | 28&-11 | 128&157 | -28&11 | 128&157 | 20%&6% | 12 | 98 | 86
O=C(COc1ccc(Cl)cc1Cl)OCn1nnc2ccccc2c1=O | 1% | -11 | 155 | 11 | 155 | 22% | 15 | 97 | 82
O=C(CN1C(=O)C2C3C=CC(C3)C2C1=O)N1CCc2ccccc2C1 (stereo unspecified) | -4% | 3 | 128 | -4 | 128 | -19% | -1 | 90 | 91
CN1C(=O)C2(c3ccccc31)N(C)CC(c1ccccc1)C21SC(=S)N(Cc2ccco2)C1=O (stereo unspecified) | -7% | -7 | 165 | 7 | 165 | -22% | -8 | 99 | 107

5 compounds picked at random from those above:
SMILES | Bcl-B displacement | IL1B NFkB pot | IL1B NFkB pot cell count 2 µM | IL1B NFkB inh | IL1B NFkB inh cell count 2 µM | PLAP inhibition | MRP reversal | MRP reversal cytotoxicity | MRP reversal with doxorubicin
CC(C)CC(=O)N1CCC(O)(CS(=O)(=O)Cc2ccccc2)CC1 | -8% | -8 | 159 | 8 | 159 | -9% | . | . | .
O=C(COc1ccc(Cl)cc1Cl)OCn1nnc2ccccc2c1=O | 1% | -11 | 155 | 11 | 155 | 22% | 15 | 97 | 82
COc1ccccc1N1C(=O)C2C3C=CC(C3)C2C1=O (stereo unspecified) | 1% | 7 | 91 | -7 | 91 | -10% | . | . | .
Cc1occc1-c1nnc(SCC(=O)NCc2ccc3c(c2)OCO3)n1CC(C)C | -7% | 4 | 170 | -4 | 170 | 4% | 10 | 97 | 87
O=C(CN(c1ccc(Cl)cc1)S(=O)(=O)c1ccccc1)N1CCN(c2ccccc2)CC1 | -2% | -10 | 112 | 10 | 112 | -84% | 5 | 84 | 80

Results in MRP reversal, PLAP inhibition and IL1B NFkB pot (3 entries from above):
smiles	MRP reversal	PLAP inhibition	IL1B NFkB pot
O=C(O)Cn1c(O)c(C=Nc2ccccc2)sc1=S	12	20%&6%	28&-11
O=C(COc1ccc(Cl)cc1Cl)OCn1nnc2ccccc2c1=O	15	22%	-11
O=C(CN1C(=O)C2C3C=CC(C3)C2C1=O)N1CCc2ccccc2C1 (stereo unspecified)	-1	-19%	3

Later entries:
SMILES | Bcl-B displacement | IL1B NFkB pot | IL1B NFkB pot cell count 2 µM | IL1B NFkB inh | IL1B NFkB inh cell count 2 µM | PLAP inhibition | MRP reversal | MRP reversal cytotoxicity | MRP reversal with doxorubicin
Cc1cccc(C(=O)NN(C)c2nc(-c3ccccc3)nnc2C(F)(F)F)c1 | 2% | 5 | 158 | -5 | 158 | 10% | . | . | .
c1ccc(CCCc2nc(-c3ccccn3)no2)cc1 | 5% | 7 | 157 | -7 | 157 | -1% | -5 | 92 | 97
CCOC(=O)C1=C(c2ccccc2)N2CCN=C2S1 | . | 2 | 139 | -2 | 139 | . | -10 | 79 | 89
Cc1ccc(S(=O)(=O)Cc2ccc(C(=O)N3CCN(c4cc(C)ccc4C)CC3)o2)cc1 | 30% | 19 | 136 | -19 | 136 | 12% | -51 | 17 | 68
COc1ccc(CN(C)C(=O)COC(=O)c2ccc3c(c2)OCO3)cc1OC | -6% | 2 | 142 | -2 | 142 | 7% | 13 | 96 | 84
COc1cc(/C=N\Nc2nc3ccccc3[nH]2)cc(OC)c1OC | -5% | 4 | 154 | -4 | 154 | -54% | . | . | .
N#CCc1nc2c3c4c(sc3ncn2n1)CCCC4 | 94% | 2 | 63 | -2 | 63 | -7% | -205 | 93 | 298
Cc1ccc(-c2cc(C(=O)Nc3cnn(C45CC6CC(CC(C6)C4)C5)c3)no2)cc1 | -10% | 1 | 94 | -1 | 94 | 20% | -1 | 93 | 94
Cc1cc(C)cc(N2C(=O)CSC2c2cccs2)c1 (stereo unspecified) | 4% | . | . | . | . | -26% | 4 | 98 | 94
O=C(O)CCCNS(=O)(=O)c1ccc2ccccc2c1 | -4% | . | . | . | . | 3% | 13 | 93 | 80
Cc1occc1C(=O)Nc1nnc(-c2ccncc2)s1 | -14% | . | . | . | . | 3% | 0 | 83 | 83
Cc1nn2c3c(cnc2c1-c1ccc(Cl)cc1)C(=O)CC(c1ccco1)C3 (stereo unspecified) | 3% | . | . | . | . | -10% | 2 | 46 | 44
O=C(Cn1cnc([N+](=O)[O-])c1)NCc1ccc(F)cc1 | -2% | 7 | 200 | -7 | 200 | 7% | . | . | .
Cc1nn(Cc2ccc(Cl)c(Cl)c2)c(C)c1NC(=O)c1noc2c1CCCCC2 | -5% | . | . | . | . | 8% | -2 | 75 | 77

Not all compounds are listed; count on the stated rates, not on these rows.
